Source: PubChem
ERAP1 HTS inh = human ERAP1 aminopeptidase inhibitors, primary screen, biochemical, single point, plate reader | Endoplasmic reticulum aminopeptidase 1 (Homo sapiens), Q9NZ08 | recombinant ERAP1, Leu-AMC fluorescence, 60 min | 340,000 compounds, 0.15% hits | inhibition, % at 10.7 µM;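 active = mean replicate inhibition of at least 30%, or all replicates individually reaching that 30% level; inactive = mean below 30% and not every replicate reaching it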;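 note: 0% = neutral control wells and 100% = L-leucinethiol positive control wells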
ERp5 block = inhibitors of ERp5-driven insulin aggregation, primary screen, biochemical, turbidity, absorbance 650 nm, single point. Protein disulfide-isomerase A6 (Homo sapiens), Q15084. 90 min. inhibition, % at 9.99 µM. 350,000 compounds, 0.05% hits;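 active = mean replicate inhibition above about 25%, with every replicate also reaching it, limit read from the data, passing the limit was not always enough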
Target sequence (Q15084 whole entry, looked up): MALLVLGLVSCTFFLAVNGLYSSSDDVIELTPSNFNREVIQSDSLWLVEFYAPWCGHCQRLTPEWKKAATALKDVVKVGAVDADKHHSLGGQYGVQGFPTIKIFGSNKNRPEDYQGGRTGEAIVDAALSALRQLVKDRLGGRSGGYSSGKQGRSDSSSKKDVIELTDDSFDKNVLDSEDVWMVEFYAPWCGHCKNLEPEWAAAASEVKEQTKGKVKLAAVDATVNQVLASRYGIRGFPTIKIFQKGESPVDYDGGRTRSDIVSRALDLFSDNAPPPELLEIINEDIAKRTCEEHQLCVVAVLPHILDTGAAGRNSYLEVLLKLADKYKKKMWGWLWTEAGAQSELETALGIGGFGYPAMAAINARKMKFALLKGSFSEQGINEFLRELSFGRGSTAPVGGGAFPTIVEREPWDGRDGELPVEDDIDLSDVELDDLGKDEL
RAD54 branch = inhibitors of human RAD54 branch migration, primary screen, biochemical, fluorescence, single point; RAD54 Holliday junction branch migration, FAM/BHQ fluorescence; DNA repair and recombination protein RAD54-like (Homo sapiens), Q92698; 360,000 compounds, 0.14% hits; inhibition, % at 10.4 µM;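 active = mean normalized replicate activity at least 40 and at least half of replicates scoring 40 or more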;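 note: 0% = median of neutral control wells and 100% = median of positive control wells; inhibitors cause a drop in the FAM fluorescence signal; in these data hits start at about 50%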
Xi reactivation = activators of inactive X chromosome reactivation, primary screen, imaging, XiGFP fibroblasts, GFP high-content imaging, set 2. activation, % at 7.58 µM. 360,000 compounds, 0.055% hits. XiGFP mouse fibroblasts, % GFP-positive cells imaging, 3 d; cells co-treated with 5-aza-dC sensitizer; scaled so ellipticine positive control = 100%. AID 743238, 2013;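 active = mean normalized replicate activation at least 10% and every replicate at or above 10%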;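 note: 0% = median of on-plate neutral control wells and 100% = ellipticine 6 µM median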
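Schedule: 3 d treatment, 15 min room-temperature fixation; system: 68-5-11 XiGFP fibroblast line; buffer or medium: DMEM plus 5-aza-dC sensitizer; control set: ellipticine 6 µM positive control; compound: one concentration, pinned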
E-sel inducer = E-selectin induction in HUVECs, primary screen, imaging, HUVEC, immunofluorescence imaging, single point; P16581; normalized: neutral wells 0, TNF-alpha wells 100; activation, % at 7.58 µM; 260,000 compounds, 0.37% hits;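 active = mean E-selectin-positive cell signal at least 10% of the positive control, reached in at least 60% of replicates, without over 20% cell loss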;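 note: in these data hits start at about 27%; measured in HUVEC primary endothelial cells; signal is the percent of cells scored E-selectin positive by PE staining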
Target sequence (P16581 whole entry, looked up): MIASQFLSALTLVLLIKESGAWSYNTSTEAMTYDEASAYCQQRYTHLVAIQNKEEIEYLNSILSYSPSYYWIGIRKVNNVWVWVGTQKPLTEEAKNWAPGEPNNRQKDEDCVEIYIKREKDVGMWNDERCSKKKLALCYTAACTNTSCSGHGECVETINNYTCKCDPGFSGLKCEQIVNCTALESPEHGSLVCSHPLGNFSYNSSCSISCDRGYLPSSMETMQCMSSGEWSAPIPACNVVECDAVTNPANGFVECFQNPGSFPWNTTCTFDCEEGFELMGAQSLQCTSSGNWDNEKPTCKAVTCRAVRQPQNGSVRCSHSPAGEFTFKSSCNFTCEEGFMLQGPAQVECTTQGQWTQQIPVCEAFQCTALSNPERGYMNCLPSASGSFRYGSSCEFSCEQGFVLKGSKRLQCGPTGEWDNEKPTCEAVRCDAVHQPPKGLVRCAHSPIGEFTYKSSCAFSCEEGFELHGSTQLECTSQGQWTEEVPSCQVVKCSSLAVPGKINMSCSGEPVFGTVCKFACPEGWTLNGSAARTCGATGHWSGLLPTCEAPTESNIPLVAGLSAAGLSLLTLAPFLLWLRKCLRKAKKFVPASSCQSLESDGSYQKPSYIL
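Test system: HUVEC | Signal: Immunofluorescence imaging | Read-out: Percent E-selectin-positive cells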
S100A4 inh HTS = inhibitors of S100A4-myosin IIA peptide binding, primary screen, biochemical, fluorescence polarization, TAMRA-MyoIIA peptide; inhibition, % at 10.7 µM; 360,000 compounds, 0.14% hits; AID 652163, 2013;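 active = mean inhibition of at least 70% across replicates, with every replicate also reaching that level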
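Compound dosing: one dose per compound; test system: human S100A4 monomer with TAMRA-labelled myosin IIA peptide; probe or stimulus: TAMRA-labelled myosin IIA heavy-chain peptide probe, 5 nM; medium: HEPES buffer with Ca2+, pH 7.2; schedule: 5 min incubation before reading; benchmarks: neutral control DMSO, positive control TFP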
esBAF inh = Bmi1 luciferase reporter increase in mESCs, primary screen, esBAF inhibitor project, mouse ES cells, Bmi1 luciferase knock-in, single point; 24 h; 100% = twice the neutral-well signal; 350,000 compounds, 2% hits; reporter increase, % at 12.5 µM; in the data active = activation above about 40%;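 note: 0% = median of the plate's neutral control wells and 100% = double that signal; a rise in the Bmi1 reporter signal indicates esBAF inhibition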
RAD52 inh = RAD52 DNA annealing inhibitors, primary screen, biochemical, FRET, single point, set 2. DNA repair protein RAD52 homolog (Homo sapiens), P43351. recombinant RAD52 DNA annealing, FRET fluorescence. inhibition, % at 18.7 µM. 360,000 compounds, 0.46% hits. AID 651710, 2012;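 active = every replicate showing at least 50% inhibition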
An asterisk follows results filed as active; & = joins results of further samples.

For O=C(O)c1cccc2c1C(=O)c1ccc(N3CCCCC3)cc1S2(=O)=O the results were ERAP1 HTS inh 3.7, ERp5 block 5.1, RAD54 branch -8.1, Xi reactivation -0.3, E-sel inducer -0.3, S100A4 inh HTS 0.2, esBAF inh -5.4 and RAD52 inh -108.2.
For CN(C)Cc1ccc(CNC(=O)COc2ccc3ccccc3c2)cc1 the results were ERAP1 HTS inh -0.6, ERp5 block 0.2, RAD54 branch 5.7, Xi reactivation 0.0, E-sel inducer 0.4, S100A4 inh HTS 1.3, esBAF inh 6.0 and RAD52 inh -6.2.
For CC1=C(C)CC(C(=O)N2CCN(Cc3ccc4c(c3)OCO4)CC2)C(C(=O)O)C1 (configuration not stated) the results were ERAP1 HTS inh 1.5, ERp5 block 3.7, Xi reactivation 0.2, S100A4 inh HTS 5.7 and RAD52 inh -19.6.
`OCCN(CCO)c1ccc2ccccc2c1` gave ERAP1 HTS inh 6.8, ERp5 block 0.1, RAD54 branch 3.0, Xi reactivation 0.3, E-sel inducer 7.9, S100A4 inh HTS 1.0, esBAF inh 3.2 and RAD52 inh -2.3.
Screening O=S(=O)(c1cccc(-c2n[nH]c(=S)n2Cc2ccccc2)c1)N1CCOCC1 returned ERAP1 HTS inh 2.6, ERp5 block -4.3, RAD54 branch 7.6, Xi reactivation 0.0, E-sel inducer -0.3, S100A4 inh HTS 21.5, esBAF inh -1.1 and RAD52 inh -4.2.
`CCC(C)n1c(=N)c(C#N)cc2c(=O)n3cccc(C)c3nc21` (configuration not stated) gave ERAP1 HTS inh -6.0, ERp5 block 2.1, Xi reactivation 0.0, E-sel inducer 1.7, S100A4 inh HTS 12.3 and RAD52 inh -387.7.
`COc1ccc(CN(C)C[C@@H]2Oc3c(NC(=O)NC4CCCCC4)cccc3C(=O)N([C@H](C)CO)C[C@@H]2C)cc1` gave ERAP1 HTS inh -13.8, ERp5 block 3.1, RAD54 branch 6.4, Xi reactivation -1.1, E-sel inducer -5.6, S100A4 inh HTS 6.0, esBAF inh -1.2 and RAD52 inh 2.7.
For COc1cc(C(=O)N2CCC2(C)C(=O)O)cc(OC)c1OC (configuration not stated) the results were ERAP1 HTS inh 1.5, ERp5 block -3.2, RAD54 branch 1.0, Xi reactivation 0.3, E-sel inducer -0.1, S100A4 inh HTS -1.8, esBAF inh -3.2 and RAD52 inh -1.2.
Screening Cc1c(C(=O)N(C)CCOc2ccccc2)oc2c(Cl)cccc12 returned ERAP1 HTS inh 1.1, ERp5 block 1.8, RAD54 branch 7.1, Xi reactivation -0.9, E-sel inducer 0.0, S100A4 inh HTS 4.0, esBAF inh 34.7 and RAD52 inh -4.4.
Screening NC(=O)C1CCN(C(=O)NC2CC(=O)N(c3ccc4c(c3)OCCO4)C2)CC1 (configuration not stated) returned ERAP1 HTS inh 1.8, ERp5 block -2.9, RAD54 branch -1.7, Xi reactivation 0.1, E-sel inducer -0.2, S100A4 inh HTS 0.6, esBAF inh -6.0 and RAD52 inh -7.7.
Screening Cc1ccccc1NS(=O)(=O)c1c(C(=O)N2CCCCCC2)c(C)n(C)c1C returned ERAP1 HTS inh -1.9, ERp5 block 0.7, RAD54 branch 2.8, Xi reactivation 0.1, S100A4 inh HTS 2.6, esBAF inh -3.8 and RAD52 inh -11.6.
`CCN(Cc1ccccc1)C(=O)c1cc(-c2ccc(OC)c(OC)c2)nc2ccccc12` gave ERAP1 HTS inh 0.4, ERp5 block -2.7, RAD54 branch -6.9, Xi reactivation 0.4, E-sel inducer -0.3, S100A4 inh HTS -6.4, esBAF inh -4.1 and RAD52 inh -7.0.
`CCN(CC)C(=O)[C@H]1C[C@H](CC(=O)NC/C=C(\C)CCC=C(C)C)C(=O)N2CCc3c([nH]c4ccc(Cl)cc34)[C@]12C` gave ERAP1 HTS inh -3.0, ERp5 block 0.1, RAD54 branch -1.4, Xi reactivation 0.0, E-sel inducer 0.0, S100A4 inh HTS -0.7, esBAF inh 16.1 and RAD52 inh -12.3.
For N/C(=N\OC(=O)N1CCOCC1)c1ccc(Br)cc1 the results were ERAP1 HTS inh 0.7, ERp5 block -1.3, Xi reactivation 0.3, S100A4 inh HTS -1.8 and RAD52 inh 1.0.
`O=C(NC1CCCC1)N1CCCCN2[C@@H](CO)[C@@H](c3ccc(-c4cncnc4)cc3)[C@@H]2C1` gave ERAP1 HTS inh 0.4, ERp5 block 3.3, RAD54 branch 18.6, Xi reactivation 0.3, E-sel inducer -0.1, S100A4 inh HTS -34.9 and RAD52 inh 8.3.
`CC(NC(=O)COC(=O)C1=COCCO1)C12CC3CC(CC(C3)C1)C2` (configuration not stated) gave ERAP1 HTS inh 6.8, ERp5 block 0.2, Xi reactivation -0.1, S100A4 inh HTS -8.5, esBAF inh -1.0 and RAD52 inh -15.2.
For O=C(OC1CC2CC1[C@H]1CCCCN1C2=O)N1CCN(S(=O)(=O)c2ccccc2)CC1 (some centres not stated) the results were ERAP1 HTS inh 0.7, ERp5 block 4.9, Xi reactivation 0.3, S100A4 inh HTS -2.3 and RAD52 inh -4.9.
For COc1ccc(N2CC(C(=O)Nc3nnc(SCC(=O)NCc4ccco4)s3)CC2=O)cc1 (configuration not stated) the results were ERAP1 HTS inh 6.5, ERp5 block -0.2, RAD54 branch -11.1, Xi reactivation 0.2, E-sel inducer 0.1, S100A4 inh HTS -4.6 and RAD52 inh -33.5.
Screening O=C(CNC(=O)C(c1ccccc1)c1ccccc1)N/N=C\c1ccc(C(=O)O)cc1 returned ERAP1 HTS inh -26.2, ERp5 block 4.8, RAD54 branch 3.8, Xi reactivation 0.0, S100A4 inh HTS 0.3, esBAF inh 4.1 and RAD52 inh -10.3.
COc1ccc(NC(=O)CN(C)CC(=O)NC2CCC(C)CC2)cc1 (configuration not stated) was read as ERAP1 HTS inh 5.4, ERp5 block -0.8, RAD54 branch -8.3, Xi reactivation 0.2, S100A4 inh HTS 18.2, esBAF inh 2.8 and RAD52 inh -6.9.
For O=C(Cc1ccncc1)NCC[C@@H]1CC[C@@H](NC(=O)C2CCCC2)[C@@H](CO)O1 the results were ERAP1 HTS inh 0.1, ERp5 block 5.6, RAD54 branch 3.1, Xi reactivation 0.0, E-sel inducer 0.0, S100A4 inh HTS -13.4, esBAF inh -3.1 and RAD52 inh -31.6.
For COc1ccc(OCC(=O)N(Cc2ccco2)C2CCS(=O)(=O)C2)cc1 (configuration not stated) the results were ERAP1 HTS inh -1.7, ERp5 block 1.1, RAD54 branch -4.7, Xi reactivation 0.0, E-sel inducer 3.3, S100A4 inh HTS 1.9 and RAD52 inh -13.4.
`O=C(N/N=C/C=C\c1ccccc1[N+](=O)[O-])c1cccnc1` gave ERp5 block 0.1, RAD54 branch -1.6, Xi reactivation 0.1, S100A4 inh HTS -21.0, esBAF inh -4.0 and RAD52 inh -10.3.
For COc1ccccc1CNC(=O)C[C@@H]1CC[C@@H]2[C@H](COC[C@@H](O)CN2C(=O)Nc2ccc(Cl)cc2)O1 the results were ERAP1 HTS inh -1.9, ERp5 block -2.3, RAD54 branch 3.2, Xi reactivation -0.1, E-sel inducer 0.1, S100A4 inh HTS 3.0, esBAF inh 26.0 and RAD52 inh 0.5.
Cc1nn(CCCC(=O)NCCCN2CCN(C)CC2)c(=O)c2c1sc1ccccc12 was read as ERAP1 HTS inh -1.0, ERp5 block -2.1, RAD54 branch -2.4, Xi reactivation -0.1, S100A4 inh HTS -6.0, esBAF inh -6.2 and RAD52 inh 24.8.
For COc1cccc(C(=O)NNC(=O)C(=O)N2CCCCC2)c1 the results were ERAP1 HTS inh -0.4, ERp5 block -2.7, RAD54 branch -10.7, Xi reactivation 0.0, S100A4 inh HTS -0.5, esBAF inh -0.2 and RAD52 inh -6.9.
For COc1ccc(N2CCN(Cc3nc4c(c(=O)n(C)c(=O)n4C)n3Cc3cccc(C)c3)CC2)cc1 the results were ERAP1 HTS inh 2.1, ERp5 block -4.1, RAD54 branch -10.1, Xi reactivation 0.2, S100A4 inh HTS 4.0, esBAF inh 14.1 and RAD52 inh -2.7.
`C[C@H](CO)N1C[C@H](C)[C@H](CN(C)C(=O)CCCN(C)C)OCCCC[C@H](C)Oc2ccc(NS(C)(=O)=O)cc2C1=O` gave ERAP1 HTS inh 5.0, ERp5 block 1.3, RAD54 branch 0.3, Xi reactivation 0.5, E-sel inducer 0.0, S100A4 inh HTS 3.0, esBAF inh 0.8 and RAD52 inh 4.9.
Screening COc1ccccc1OCCCOc1cccc(/C=C2\SC(=O)NC2=O)c1 returned ERAP1 HTS inh -2.2, ERp5 block -2.6, RAD54 branch -0.8, Xi reactivation 0.1, S100A4 inh HTS -4.1, esBAF inh -4.7 and RAD52 inh -10.8.
For COc1ccc(CCn2c(=N)c(C(=O)NCc3ccco3)cc3c(=O)n4ccccc4nc32)cc1OC the results were ERp5 block 4.0, E-sel inducer -0.6, S100A4 inh HTS -6.4, esBAF inh -8.5 and RAD52 inh 37.1.
For O=S(=O)(c1ccccc1F)N1CC[C@H]2[C@H](CO)Nc3ccc(-c4ccccc4F)cc3[C@H]21 the results were ERAP1 HTS inh -0.2, ERp5 block 0.8, RAD54 branch -4.1, Xi reactivation 0.4, E-sel inducer 1.6, S100A4 inh HTS -5.3, esBAF inh -4.6 and RAD52 inh -12.0.
Screening O=C(c1ccccn1)N1CC[C@@H]2[C@@H](CO)Nc3ccc(-c4ccc(F)cc4)cc3[C@@H]21 returned ERAP1 HTS inh -2.5, ERp5 block 3.8, RAD54 branch 2.8, Xi reactivation 0.1, E-sel inducer 0.6, S100A4 inh HTS -2.9, esBAF inh 10.0 and RAD52 inh -15.0.
Screening O=C(/C=C/Nc1nccs1)C(F)(F)Cl returned ERAP1 HTS inh 0.1, ERp5 block 6.3, RAD54 branch -25.4, Xi reactivation 0.2, E-sel inducer -0.2, S100A4 inh HTS -31.2, esBAF inh 5.6 and RAD52 inh -36.8.
`Cc1nn2c(-c3ccccn3)ccnc2c1Br` gave ERAP1 HTS inh 1.1, ERp5 block -0.5, Xi reactivation 0.3, S100A4 inh HTS -20.6 and RAD52 inh -14.6.
Screening Cc1ccccc1NC(=O)CCN1CCc2ccccc2C1 returned ERAP1 HTS inh 0.1, ERp5 block 11.6, RAD54 branch -4.6, Xi reactivation 0.3, E-sel inducer -0.1, S100A4 inh HTS -0.2, esBAF inh -0.5 and RAD52 inh -17.6.
`COc1ccc(S(=O)(=O)Nc2ccc3c(c2)C(=O)N([C@H](C)CO)C[C@H](C)[C@@H](CN(C)C(=O)Nc2ccc(C(F)(F)F)cc2)O3)cc1` gave ERAP1 HTS inh -1.3&-2.8, ERp5 block 20.0, RAD54 branch 1.0&-7.8, Xi reactivation -0.4&0.1, E-sel inducer -0.4&0.1, S100A4 inh HTS -15.7&-2.9, esBAF inh -3.4&-0.5 and RAD52 inh 11.5&-24.2.
